Assay outcomes as filed in PubChem.
AmpC detergent: AmpC beta-lactamase inhibition with detergent present; P00811; AmpC hydrolysis of nitrocefin, absorbance 480 nm, 0.01% Triton; Potency, µM (top dose mostly 114 µM), for inactives: at the highest dose activity change, negative = inhibition, hits mostly inhibitors; actives 0.041% (n = 370,000); AID 485294;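 note: potency is the fitted concentration of half-maximal effect; 0% = no-compound wells and -100% = no-enzyme wells; nearly all actives have a fitted effect of over 25% in size; some results filed as inactive show a strong effect at the top dose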
Target sequence (P00811 whole entry, looked up): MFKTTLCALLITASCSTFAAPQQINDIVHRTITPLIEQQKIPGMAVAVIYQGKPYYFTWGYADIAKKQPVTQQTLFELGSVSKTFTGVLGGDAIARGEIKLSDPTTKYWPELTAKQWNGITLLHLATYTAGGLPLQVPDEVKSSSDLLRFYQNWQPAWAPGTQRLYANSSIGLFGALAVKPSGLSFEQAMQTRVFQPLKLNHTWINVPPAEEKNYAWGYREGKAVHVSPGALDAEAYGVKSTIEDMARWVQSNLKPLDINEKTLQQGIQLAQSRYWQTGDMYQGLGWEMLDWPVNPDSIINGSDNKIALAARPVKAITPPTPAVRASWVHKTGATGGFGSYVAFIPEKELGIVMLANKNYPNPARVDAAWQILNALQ
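AmpC (5.3 nM in the dispensed reagent) in 20 mM phosphate pH 7.0 with 0.01% (detergent screen) or 0.0001% Triton X-100 was preincubated with compounds for 15 min at room temperature. Nitrocefin was then added from an 800 uM solution, and hydrolysis was followed at 480 nm.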
AmpC inh no detg: AmpC beta-lactamase inhibition without detergent; actives 0.52% (n = 330,000); AID 485341; Potency, µM (top dose mostly 57.1 µM), inactives show at the top dose activity change, negative = inhibition, actives largely listed as inhibitors; P00811; AmpC nitrocefin hydrolysis, absorbance 480 nm, 0.0001% Triton;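 note: potency is the fitted concentration of half-maximal effect; plate controls were no compound for no effect and no enzyme for full effect; nearly all actives have a fitted effect of over 20% in size; some results filed as inactive show a strong effect at the top dose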
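20 mM phosphate pH 7.0 + 0.01% (detergent screen) or 0.0001% Triton X-100; 5.3 nM AmpC reagent; cpd preinc 15 min RT; nitrocefin (800 uM stock) to start; A480 q20 s × 4 min; Activity was normalised to no-enzyme and no-compound control wells.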
AMA1 RON2 block: inhibitors of Plasmodium falciparum AMA1-RON2 interaction | AlphaScreen AMA1-biotinylated RON2 peptide binding | Potency, µM (doses to about 58.2 µM), inactives show at the highest dose activity change, negative = inhibition, actives largely listed as inhibitors | actives 0.2% (n = 360,000) | AID 720542;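 note: potency is the fitted concentration of half-maximal effect; 0% = vehicle wells and -100% = peptide control; nearly all actives have a fitted effect of over 45% in size; some results filed as inactive show a strong effect at the top dose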
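AMA1 (3D7) with his tag at 25 nM final met compounds first, then biotinylated RON2 peptide at 25 nM; detection used donor plus acceptor beads, 10 µg/mL apiece, read by AlphaScreen after 30 min at room temperature.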
Cycloheximide cs: counter-screen hit for Shiga toxin inhibitors, cycloheximide; cell reporter, cycloheximide protein synthesis inhibition counterscreen; max response, %; actives 12% (n = 300,000); AID 2314; in the data active = max response mostly above about 13%, no sharp cut-off; inactive = mostly below about 14%; note: read at 38.3 µM for the half of the compounds with a filed dose; 0% is about no effect
FBPA Giardia inh: inhibitors of Giardia lamblia fructose-1,6-bisphosphate aldolase. purified Giardia FBPA. Potency, µM (top dose mostly 59.6 µM), for inactives: top-dose activity, negative = inhibition, hits mostly inhibitors. actives 0.71% (n = 290,000). AID 2451; note: potency is the fitted concentration of half-maximal effect; % is set by controls: 0 for no effect and ±100 for the full control effect; nearly all actives have a fitted effect of over 55% in size
Target sequence (A8B2U2 whole entry, looked up): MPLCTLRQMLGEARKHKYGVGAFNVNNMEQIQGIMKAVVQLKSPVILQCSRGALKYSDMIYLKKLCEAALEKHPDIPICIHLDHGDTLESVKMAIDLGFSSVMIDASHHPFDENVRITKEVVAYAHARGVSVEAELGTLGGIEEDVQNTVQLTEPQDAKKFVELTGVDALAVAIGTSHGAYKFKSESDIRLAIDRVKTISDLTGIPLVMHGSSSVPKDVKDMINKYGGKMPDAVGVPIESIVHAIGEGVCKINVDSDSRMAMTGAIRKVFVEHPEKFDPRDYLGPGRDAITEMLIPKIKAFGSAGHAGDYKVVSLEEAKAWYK
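Giardia FBPA (40 nM reagent) was preincubated 10 min at RT with compound (up to 57.5 uM final), then substrate plus GAPDH/TPI/NAD/arsenate coupling system with diaphorase/resazurin was added; resorufin fluorescence (525/598 nm) was read after 20 min.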
HCMV antiviral: inhibitors of human cytomegalovirus | HFF cells, HCMV-luciferase reporter, 72 h; active compounds read low | activity change, negative = inhibition, % at 57.5 µM | actives 4.5% (n = 410,000) | AID 1259415; in the data active = activity change below about -60%; inconclusive = no clear call, values can overlap the other calls; inactive = above about -39%; note: % is set by controls: 0 for no effect and ±100 for the full control effect
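Screen run at 2 compound doses on HFFs infected with reporter HCMV, MOI 1 PFU/cell. Luciferase activity from cell lysates at 72 h post infection gave inhibition relative to buffer-only and Salinomycin wells.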
Shiga inhibitor: blocks Shiga toxin action in Vero cells | Vero cells, Shiga toxin protein synthesis inhibition reporter | inhibition, % at 38.7 µM | actives 9.2% (n = 290,000) | AID 2315; in the data active = inhibition mostly above about 28%, no sharp cut-off; inactive = mostly below about 43%; note: 0% is about no effect
Active calls of the source: *; ? = inconclusive; . = not tested or not shown; [ ] = remark or other dose. Unless noted, calls come from the whole dose curve; as a rule, active = well fitted curve in the direction sought with a large enough effect; inconclusive = small, poorly fitted or top-dose-only effect, or another doubt; inactive = no such curve, though single readings can be large; an effect the other way counts as inactive or inconclusive.

SMILES	AmpC detergent	AmpC inh no detg	AMA1 RON2 block	Cycloheximide cs	FBPA Giardia inh	HCMV antiviral	Shiga inhibitor
CSc1cccc(NC(=O)CNC(=O)C2CCCCC2)c1	5.4%	-13.3%	-0.4%	-2.9	.	28.8	4.4
COc1ccc(NS(=O)(=O)c2cccc(NC(=O)NCCCl)c2)cc1	-2.8%	?	6.0%	-1.8	-1.6%	64.8	23.0
CC1NC(=S)N(C2CCCCC2)C1=O (stereo not given)	-3.3%	-16.7%	12.7%	4.8	-1.6%	-27.1	19.4
COC(=O)c1cccc(NC(=S)Nc2ccc(Cl)c(Cl)c2)c1	-1.3%	-41.5%	-1.5%	-1.3	-18.3%	-25.1	9.5
Cc1ccc(C)c(Nc2nn3c(=O)c4ccc(C(=O)NCc5cccnc5)cc4nc3s2)c1	-0.4%	-6.5%	6.4%	-2.4	-12.2%	3.9	-2.1
CCOC(=O)c1c(C)c(C(=O)N(C)C2CCCCC2)c(C)n1C	-10.3%	48.7%	2.7%	18.8	7.7%	63.3	51.6
CCn1c(=N)n(CCOc2ccc(OC)cc2)c2ccccc21	?	13.3%	-8.2%	-7.2	2.2%	-39.9	-10.9
CCN1C(=O)c2cccc3c(S(=O)(=O)NCC4CCCO4)ccc1c23 (stereo not given)	4.5%	10.0%	-1.9%	16.9	-1.6%	228.8	17.5
O=C1c2ccccc2NC(c2ccc(Br)o2)N1O (stereo not given)	-2.0%	-15.6%	.	.	.	-35.4	.
CC1(c2ccc(Cl)cc2)NC(=O)N(CC(=O)NC2CCCCC2)C1=O (stereo not given)	.	-14.4%	6.7%	.	.	-29.6	.
CC(=O)N1CCN(c2ccc(NC(=O)c3cccc(OCc4ccccc4)c3)cc2)CC1	-0.6%	8.3%	2.8%	12.1	-0.4%	4.9	-8.3
O=C(COC(=O)c1ccccc1NCCO)NCCc1ccccc1	-12.1%	-8.1%	11.2%	.	.	-23.2	.
O=C(c1ccccc1F)N1CCN(c2ccccc2F)CC1	-11.7%	2.9%	-1.2%	6.7	6.5%	-20.6	-12.0
CCOC(=O)c1ccccc1NC(=O)c1ccc(NS(C)(=O)=O)cc1	4.6%	-1.2%	2.5%	-2.0	1.3%	-9.6	-3.2
CCOC(=O)c1ccc(S(=O)(=O)N2CCN(Cc3cc4c(cc3O)OCO4)CC2)cc1	5.4%	-2.2%	-5.7%[11.6 µM]	.	.	36.5	.
CCC12CN(C(=O)c3ccc([N+](=O)[O-])cc3)CC(CC)(CN(C(=O)c3ccc([N+](=O)[O-])cc3)C1)C2=O	-4.7%	-10.8%	-5.5%	-0.8	-1.4%	9.9	23.6
O=C(Nc1ccccc1)Nc1nncs1	?	-22.3%	-1.0%	-4.2	-2.3%	37.7	-4.9
O=S(=O)(Nc1ccccc1)c1ccc(-c2csnn2)cc1	4.8%	-44.6%	-3.4%	-3.2	4.8%	-25.9	11.0
CCN(C(=O)COC(=O)CCc1c[nH]c2ccccc12)c1c(N)n(Cc2ccccc2)c(=O)[nH]c1=O	?	1.2%	2.5%	.	.	-17.6	.
C1CN(CC2CCN(c3nc4nonc4nc3N3CCSCC3)CC2)CCO1	1.2%	-2.7%	14.7%	4.0	6.2%	-15.4	1.0
O=C(C1CCN(S(=O)(=O)c2ccc(Cl)c(C(F)(F)F)c2)CC1)N1CCC1	4.5%	180.2%[activator]	0.4%	.	.	?	.
N#Cc1c(SCc2ccc(Cl)cc2)sc(C(=O)c2ccccc2)c1N	-10.0%	-26.7%	12.5%	3.7	3.5%	-14.5	14.4
COc1ccc(-c2cc(-c3cccs3)c(C#N)c(SCC(=O)NCc3ccco3)n2)cc1	?	-49.3%	6.6%	7.3	3.1%	.	34.3
CC(C)c1ccc(-c2nnc(SCC(=O)NC3CC3)n2C)cc1	?	-3.9%	4.2%	12.6*	.	19.9	37.0*
Cc1ccc(NC(=O)CCc2ccc(S(=O)(=O)N3CCOCC3)cc2)c(Cl)c1	.	6.9%	-9.0%	.	.	-20.3	.
SMILES	AmpC detergent	AmpC inh no detg	AMA1 RON2 block	Cycloheximide cs	FBPA Giardia inh	HCMV antiviral	Shiga inhibitor
O=C(c1ccc(-c2ccccc2)cc1)C1CCCN(C(=O)c2cncs2)C1 (stereo not given)	7.1%	136.6%[activator]	-15.5%	-0.8	-3.5%	-9.3	16.3
CN(Cc1c(F)cccc1Cl)C(=O)c1cccc(S(=O)(=O)NCc2ccccc2)c1	-11.0%	-9.8%	7.2%	.	.	-18.8	.
Cc1noc(C)c1CSc1ncnc2sc(C)c(C)c12	-14.6%	-8.3%	-3.2%	-2.2	3.5%	4.5	-6.8
COc1ccc(OC)c(S(=O)(=O)NCC(c2ccco2)N2CCc3ccccc32)c1 (stereo not given)	-9.5%	-27.7%	?	.	.	3.3	.
Cc1ncc(CSc2nccc(=O)[nH]2)c(CO)c1O	-10.6%	-14.2%	-9.2%	-1.4	-29.8%	-39.3	-9.6
O=C(Nc1cccnc1)c1ccccc1-c1ccccc1	-0.2%	-20.6%	6.4%	-1.2	1.1%	-60.4*	-12.2
C/C(CC(=O)N1CCN(C=O)CC1)=N\NC(=O)c1cccc([N+](=O)[O-])c1	-6.0%	-12.4%	36.9%[activator]	10.9	-24.2%	18.3	47.8
Cc1occc(=O)c1OC(=O)Nc1ccccc1	?	-16.9%	13.3%	13.4	-1.2%	40.9	39.2
O=C(c1ccc(Cl)s1)N1CCN(c2ccccc2)CC1	-12.3%	-16.4%	0.0%	17.4*	10.3%	-16.8	28.1*
O=C(NNC(=O)C12CC3CC(CC(C3)C1)C2)c1cccc([N+](=O)[O-])c1	-7.0%	-18.9%	-4.4%	-0.6	-6.2%	-16.7	4.1
COc1ccc(C2=NOC(C(=O)N(C)Cc3ccccc3)C2)cc1 (stereo not given)	-1.0%	-34.0%	4.9%	20.5	-6.3%	-33.6	26.3
CCOc1ccc(NC(=S)N=Nc2c(O)[nH]c3ccccc23)cc1	-2.8%	-56.6%	48.7%[activator]	12.6*	6.0%	-10.8	14.0
COc1cccc(COc2ccc3c(C)cc(=O)oc3c2)c1	-4.1%	-2.5%	5.4%	30.7*	0.3%	68.1	79.4*
O=C(C1CCN(S(=O)(=O)c2ccccc2F)CC1)N1CCc2ccccc2C1	-8.0%	11.0%	-5.8%	-0.8	2.7%	?	0.7
CCOc1cc(/C=C2\C(=N)N3N=C(C)SC3=NC2=O)ccc1OCCOc1ccccc1	-11.6%	-18.6%	10.9%	-1.5	-13.8%	-23.7	.
Cc1ccc(NC(=O)NC2CC(=O)N(c3ccc4c(c3)OCCO4)C2)cc1F (stereo not given)	-11.9%	-7.0%	-4.0%	.	.	-20.2	.
CCC(C)C1C(C#N)=C(N)Oc2n[nH]c(C)c21 (stereo not given)	?	-18.2%	2.2%	-3.7	-11.9%	21.7	-6.2
Cc1ccc([N+](=O)[O-])cc1NC(=O)c1ccccc1	0.6%	-12.9%	-15.9%	-3.6	-0.3%	?	-4.8
CCC1(CC)Cc2ccccc2C(CC(=O)N2CCOCC2)=N1	2.6%	90.3%[activator]	-9.5%	-0.8	-2.4%	-14.1	1.3
Cc1ccc(C)c(OCC(=O)Nn2c(C)nc3ccccc3c2=O)c1	-12.0%	-9.2%	-0.2%	2.0	18.1%	11.4	-14.0
COCC(=O)NC1CC(C)(C)Cc2c1cnn2-c1ccc(F)cc1 (stereo not given)	2.1%	25.0%	16.3%	10.0	4.1%	-28.9	14.3
O=C(N/N=C/c1c[nH]c2ccccc12)c1ccn(Cc2ccc(Cl)cc2Cl)n1	-0.8%	-33.9%	10.7%	7.8	-1.2%	21.2	9.7
O=C(CSc1nc2ccccc2c(=O)n1-c1ccccc1)NCc1ccco1	-1.3%	-20.8%	-1.7%	41.7*	-3.4%	-14.2	41.4
Cc1ccnc(-n2c(C)cc(/C=N/NC(=O)COc3cccc4cccnc34)c2C)c1	6.1%	32.0%	60.8%[activator]	-2.3	3.6%	?	13.2
CCN1CCN(C(c2ccc(F)cc2)c2nnnn2Cc2cccs2)CC1 (stereo not given)	-8.8%	4.5%	5.1%	21.0	-10.4%	5.6	16.9
SMILES	AmpC detergent	AmpC inh no detg	AMA1 RON2 block	Cycloheximide cs	FBPA Giardia inh	HCMV antiviral	Shiga inhibitor
O=C(NCc1ccccc1)c1nc[nH]c1C(=O)N1CCc2ccccc2C1	-1.0%	-16.8%	73.8%[activator]	.	.	-23.5	.
CCOc1c2ccc(C(=O)NCCc3cccs3)cc2nn1CC	?	52.3%	-2.2%	48.1*	5.7%	52.8	89.1*
CN(Cc1cccc(Cl)c1Cl)c1ccc(S(=O)(=O)N2CCCCC2)cc1[N+](=O)[O-]	-5.2%	-39.3%	?	-1.5	1.2%	?	-8.1
CSc1cc(-c2ccccc2)[nH]c(=O)c1C#N	5.1%	0.6%	-5.4%	-3.8	-0.4%	3.5	-12.9
CCOc1ccccc1C(=O)Nc1c[nH]c(=O)[nH]c1=O	-1.1%	-14.7%	-3.1%	1.2	-13.1%	-27.9	-1.8
COc1cc2[nH]c(=O)n3nc(-c4ccccc4)nc3c2cc1OC	?	-20.8%	3.3%	-1.2	-8.4%	.	8.8
CCOC(=O)Cn1c(CN2CCN(c3cccc(Cl)c3)CC2)nc2c1c(=O)[nH]c(=O)n2C	-8.8%	156.0%[activator]	-3.1%	-2.7	1.5%	55.3	-13.0
O=C(COc1ncnc2ccccc12)NCCCN1CCCC1=O	-4.5%	-16.1%	-9.3%	-2.5	3.8%	22.1	-13.7
COc1ccc(NC(=S)Nc2ccc3snnc3c2)cc1	2.9%	-33.7%	-6.6%	24.1*	?	-8.5	33.6*
COc1ccc(N2C(=O)CC(N(CCc3ccc(S(N)(=O)=O)cc3)C(=S)Nc3ccccc3)C2=O)cc1 (stereo not given)	0.3%	-20.6%	?	-4.5	-6.1%	0.4	-2.6
O=C(CCCc1c[nH]c2ccccc12)NCCc1c[nH]c2ccccc12	6.4%	-24.3%	-21.9%	-3.1	12.1%	73.5	-3.9
CCOC(=O)c1c(C)oc2ccc(O)c(CN3CCCCC3)c12	-16.5%	-10.1%	9.1%	-1.6	-5.8%	-19.8	-0.9
CCc1noc(C)c1C(=O)Nc1nc(-c2ccc(OC)cc2)cs1	-19.3%	-7.2%	3.5%	.	.	-20.9	.

Compound profiles, as listed above. Order of screens: AmpC detergent, AmpC inh no detg, AMA1 RON2 block, Cycloheximide cs, FBPA Giardia inh, HCMV antiviral, Shiga inhibitor
CCOc1ccccc1C(=O)Nc1c[nH]c(=O)[nH]c1=O is listed as -1.1%, -14.7%, -3.1%, 1.2, -13.1%, -27.9, -1.8
O=C(COc1ncnc2ccccc12)NCCCN1CCCC1=O is listed as -4.5%, -16.1%, -9.3%, -2.5, 3.8%, 22.1, -13.7
CCOC(=O)c1c(C)oc2ccc(O)c(CN3CCCCC3)c12 is listed as -16.5%, -10.1%, 9.1%, -1.6, -5.8%, -19.8, -0.9
